# Source: PubChem BioAssay
# KB-3-1 cytotox: kills parental KB-3-1 adenocarcinoma cells. KB-3-1 viability, CellTiter-Glo ATP luminescence, 72 h. Potency, µM (doses to about 46.1 µM), for the others: at the highest dose activity change, negative = cytotoxic, usual class: cytotoxic. actives 1.4% (n = 400,000). AID 1347075; also: potency is read from the fitted curve at half-maximal effect; % is scaled to controls: 0 for no effect and ±100 for the full control effect; nearly all actives have a fitted effect of over 60% in size
#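 Luminescent ATP read-out (CellTiter-Glo) measures survival of drug-naive KB-3-1 cells after 72 h compound exposure at 37 °C. Titration series was screened from lowest to highest concentration, with DMSO vehicle plates as background controls.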
# KB-V1 MDR tox: KB-V1 MDR subline cytotoxicity. KB-V1 MDR cells viability, CellTiter-Glo, 72 h. Potency, µM (top dose mostly 46.1 µM), inactives show at the top dose activity change, negative = cytotoxicity, hits mostly cytotoxic. actives 3.4% (n = 400,000). AID 1347076; also: potency is read from the fitted curve at half-maximal effect; % is scaled to controls: 0 for no effect and ±100 for the full control effect; nearly all actives have a fitted effect of over 60% in size
#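 KB-V1, DMEM (no phenol red) + 10% FBS; cpd pin-transferred, titration series; 72 h, 37 degrees C; CellTiter-Glo, luminescence. Data normalized, curve-fit.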
# D3 antag: blocks the human D3 dopamine receptor | actives 2.5% (n = 360,000) | P35462 | D3R cells, DiscoveRx beta-arrestin luminescence, antagonist mode; stronger effect = lower value | max response, negative = inhibition, %; in the data active = max response below about -50%; inconclusive = no clear call, values can overlap the other calls; also: % is scaled to controls: 0 for no effect and ±100 for the full control effect; mostly tested at two doses, the higher about 12 µM
# Target sequence (P35462 whole entry, looked up): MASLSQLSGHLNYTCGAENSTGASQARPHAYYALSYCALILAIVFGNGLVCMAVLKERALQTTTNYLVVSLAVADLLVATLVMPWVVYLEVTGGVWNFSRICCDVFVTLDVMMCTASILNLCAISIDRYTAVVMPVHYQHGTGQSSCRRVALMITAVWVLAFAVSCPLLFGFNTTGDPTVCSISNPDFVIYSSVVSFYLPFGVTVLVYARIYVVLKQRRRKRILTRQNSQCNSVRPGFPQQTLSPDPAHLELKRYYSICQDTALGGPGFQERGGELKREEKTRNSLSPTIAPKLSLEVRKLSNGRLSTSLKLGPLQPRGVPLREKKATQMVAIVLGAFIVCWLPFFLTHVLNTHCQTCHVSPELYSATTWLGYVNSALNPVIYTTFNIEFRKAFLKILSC
#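 Cells plated overnight at 1500 cells/well, then exposed to library compounds with dopamine controls for 90 minutes at 37 degrees C. DiscoveRx reagent added for 30–60 minutes at room temperature; luminescence read, quantitative HTS format.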
# GLP-1R agonist: GLP-1 receptor (human) agonism; P43220; HEK293 GLP-1R CRE-luciferase, luminescence, 4-6 h; cells express a hypersensitive GLP-1R form; Potency, µM (highest dose often 45.6 µM), for the others: at the highest dose activation, hits mostly activators; actives 0.007% (n = 380,000); AID 624172; also: potency is read from the fitted curve at half-maximal effect; % of control where 0% means no effect
# Target sequence (P43220 whole entry, looked up): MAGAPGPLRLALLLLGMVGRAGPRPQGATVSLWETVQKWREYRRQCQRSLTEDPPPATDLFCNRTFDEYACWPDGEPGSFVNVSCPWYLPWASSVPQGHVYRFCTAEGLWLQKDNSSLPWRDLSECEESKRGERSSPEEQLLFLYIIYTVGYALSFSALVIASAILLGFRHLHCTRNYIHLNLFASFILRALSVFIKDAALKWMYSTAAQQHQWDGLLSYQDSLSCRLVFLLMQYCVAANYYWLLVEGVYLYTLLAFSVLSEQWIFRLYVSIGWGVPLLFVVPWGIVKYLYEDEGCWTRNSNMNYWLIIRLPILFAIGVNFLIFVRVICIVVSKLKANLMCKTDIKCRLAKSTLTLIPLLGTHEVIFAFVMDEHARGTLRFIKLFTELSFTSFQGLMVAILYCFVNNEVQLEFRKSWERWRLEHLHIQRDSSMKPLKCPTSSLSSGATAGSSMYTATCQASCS
# IL1B secr inh: blocks inflammasome-driven IL-1 beta release | AID 743279 | actives 4.7% (n = 360,000) | THP-1 LPS/ATP IL-1B secretion, AlphaLISA, 16 h; stronger effect = lower value | activity change, % at 57.5 µM; in the data active = activity change below about -50%; inconclusive = mostly about -30% to -49%; also: % is scaled to controls: 0 for no effect and ±100 for the full control effect
#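 Secreted IL-1B measured by AlphaLISA bead assay after 16 h compound exposure of THP-1 cells; compounds (final up to 57.5 uM) added 1 h before LPS (250 ng/mL) and ATP (1.25 mM) stimulation; lower signal means less secretion.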
# SW480 rerep: inducers of DNA re-replication in SW480 colon cancer cells. SW480 DNA re-replication, Hoechst DNA content imaging, 48 h. Potency, µM (titrated, usually from 46.1 µM), without a hit: at the top dose re-replication activation, actives largely listed as activators. actives 1.8% (n = 340,000). AID 624297; also: potency is read from the fitted curve at half-maximal effect; % of control where 0% means no effect; nearly all actives have a fitted effect of over 55% in size
#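 Hoechst fluorescence of nuclei (405 nm excitation, 500-530 nm emission) measured by plate-scanning imager after 48 hr compound exposure at 37 C; re-replication scored as increased number of nuclei with elevated intensity.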
# HT1080 IDH1KD tx: HT-1080 IDH1 knockdown cell toxicity (counter line) | actives 2% (n = 360,000) | Potency, µM (highest dose often 46.1 µM), inactives show at the highest dose activity, negative = toxicity, most hits filed as cytotoxic | HT-1080 IDH1 knockdown viability, ATP luminescence, 48 h;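 also: potency is read from the fitted curve at half-maximal effect; 0% = DMSO wells and -100% = cell-free medium wells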
#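 IDH1KD HT-1080 cells, 750/well, RPMI + 5% FBS; compound pinned after 2 h settling; 48 h, 37 °C; CellTiter-Glo luminescence; % activity normalised to DMSO and no-cell wells; curves fitted, classed by r2 and efficacy.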
# D3 ag: activates the human D3 dopamine receptor; max activation, %; D3R DiscoveRx beta-arrestin cells, luminescence, 90 min; actives 0.58% (n = 410,000); P35462; AID 652048; in the data active = max activation above about 30%; also: 0% is about no effect; mostly tested at two doses, the higher about 12 µM
#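 Cells at 1500/well, incubated overnight, then treated with pinned compounds (dopamine as control) for 90 min at 37 degrees C. DiscoveRx reagent added for 30 - 60 minutes at room temperature; luminescence read.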
# HT1080-NT tox: kills 2HG-producing HT-1080-NT fibrosarcoma cells; actives 1.6% (n = 360,000); Potency, µM (top dose mostly 46.1 µM), for the others: at the top dose activity, negative = less viability, actives largely listed as cytotoxic; HT-1080-NT fibrosarcoma viability, CellTiter-Glo ATP luminescence, 48 h; AID 686970;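 also: NT is the 2HG producing partner of a matched IDH1 knockdown line; potency is read from the fitted curve at half-maximal effect; 0% = DMSO-treated cells and -100% = media-only wells without cells; nearly all actives have a fitted effect of over 55% in size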
#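 750 cells/well, RPMI + 5% FBS; 2 h settle, compound pin-transfer, 48 h at 37 degrees C. CellTiter-Glo 10 min RT, luminescence. Normalized to DMSO and media-only wells.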
# Starred values were filed as active, the others as inactive; i = inactive; ? = inconclusive; / = no result given; & = joins results of further samples; [ ] = dose if it differs, or a comment. Unless noted, calls follow the shape of the dose curve; as a rule, active = well fitted curve in the direction sought with a large enough effect; inconclusive = small, poorly fitted or top-dose-only effect, or another doubt; inactive = no such curve, though single readings can be large; an effect the other way counts as inactive or inconclusive.
SMILES,KB-3-1 cytotox,KB-V1 MDR tox,D3 antag,GLP-1R agonist,IL1B secr inh,SW480 rerep,HT1080 IDH1KD tx,D3 ag,HT1080-NT tox
CCN(CC)C(=O)[C@H]1CC(CC(=O)NCCc2ccccn2)C(=O)N2CCc3c([nH]c4ccccc34)[C@]12C (some centres undefined),0%,-5%,-55*,-1%,0,0%,-3%,-21,-2%
O=[N+]([O-])c1ccc(CN2CCN(c3ccc(F)cc3)CC2)o1,-6%,3%,-4,-5%,-4,5%,16%,-1,11%
O=c1c(-c2ccc(Cl)cc2)coc2c(CN3CCCCC3)c(O)ccc12,-12%,-5%,0,-1%,13,3%,13%,0,10%
COc1cccc(N2CC(=O)N(c3cccc(OC)c3)CC2=O)c1,-3%,9%,13,-3%,-5,-7%,-1%,-1,5%
CCOc1ccc2nc(NC(=O)c3ccoc3C)sc2c1,10µM*,8.2µM*,15,-20%,?,-5%[9.22 µM],3.7µM*,0,2.3µM*
O=C1CCCN1c1nccs1,-1%,-3%,-17,3%,-8,3%,0%,8,22%
CC1(C)NC(=O)N(CC(O)COc2ccc(-c3ccccc3)cc2)C1=O (centres undefined),0%,4%,13,0%,3,-6%[9.22 µM],-6%,-2,0%
O=C(O)CN1C(=O)CC(Cc2ccccc2)C1=O (centres undefined),11%,?,-12,-9%,4,-27%,1%,-6,-1%
O=C1c2ccccc2C(=O)N1Cc1ccc2c(c1)OCO2,0%,?,5,28%,1,-3%,-2%,-6,10%
O=C(O)Cn1nnc2ccccc21,-10%,6%,10,-4%,-7,-6%,1%,0,5%
COc1cccc(-c2ccc3ncnc(NCc4cccc(C)c4)c3c2)c1,7%,8%,/,-5%,/,-13%,/,/,/
COc1cc2c(c(OC)c1OC)-c1c(cc(OC)c(OC)c1OC)C[C@](C)(O)[C@@H](C)C2,28%,0%,-4,-8%,4,0%,10%,4,5%
O=C(CN1CCCC1)OCCCC1CCCCC1,17%,10%,9,13%,23,4%,3%,4,7%
COCCOC(=O)C1=C(C)NC(=O)NC1c1ccc(-c2ccc(F)cc2)o1 (centres undefined),23%,?,3,8%,0,-2%,-17%,9,-9%
Cc1onc(-c2ccccc2)c1C(=O)N/N=C/c1c(F)cccc1Cl,?,8%,1,8%,i,3%,13%,0,-5%
CCc1ccccc1N(CC(=O)NC(C)(C)C)C(=O)CCC(=O)Nc1ccccn1,9%,-27%,-2,-1%,-1,-3%,5%,0,-1%
C/C(Cc1ccccc1)=N\NC(=O)CNC(=O)COc1ccccc1,0%,29%,17,-1%,-2,1%,-1%,6,-4%
COc1cc(NC(=O)COC(=O)CNS(=O)(=O)c2ccc(F)c(F)c2F)cc(OC)c1,22%,14%,11,-9%,23,-90%[inhibitor],13%,2,15%
COc1cc(/C=C/C(=O)OCC(=O)Nc2c(C)n(C)n(-c3ccccc3)c2=O)ccc1OCC#N,1%,0%,6,0%,19,124%,2%,-3,0%
COc1ccccc1C(=O)OCC(=O)NCCNC(=O)COC(=O)c1ccccc1OC,17%,3%,-13,-5%,0,-4%,-5%,-10,-3%
COc1ccc([C@H]2CC(=O)C[C@@H](CCn3cc(-c4nccn4C)nn3)O2)cc1,13%,?,6,-1%,-4,/,2%,3,12%
COc1ccc(S(=O)(=O)n2ccc(C)n2)cc1C,26%,6%,11,-3%,15,-4%,0%,2,3%
CC(C)Cn1c(-c2ccc(Br)cc2)c[nH]c1=S,-6%,1%,0,15%,-10,-1%,0%,-31,-8%
CCc1nc2ccc(C(=O)Nc3ccc(C(N)=O)cc3)cn2c1N(C)CCC(C)C,0%,10%,-18,12%,-23,/,-23%,-14,?
O=C(CCc1ccccc1)N=C1SC2CS(=O)(=O)CC2N1Cc1ccccc1 (centres undefined),-3%,-7%,-4,-3%,8,?,0%,-3,0%

# Next structures follow.
SMILES,KB-3-1 cytotox,KB-V1 MDR tox,D3 antag,GLP-1R agonist,IL1B secr inh,SW480 rerep,HT1080 IDH1KD tx,D3 ag,HT1080-NT tox
O=C(Nc1ccc(NC(=O)c2ccco2)nc1)c1cccnc1,16%,-1%,9,-10%,0,-2%,-18%,-1,-15%
C/C(=N/NC(=O)c1ccco1)c1cccnc1,0%,-18%,-14,1%,22,-3%,-4%,1,2%
CCOC(=O)N1CCN(C(=O)c2cc3c(-c4ccc(Cl)cc4)nn(C)c3s2)CC1,-10%,?,28,4%,0,-2%,-7%,11,0%
COc1oc(C(=O)NC2CCCCC2)c(-c2ccc(Cl)cc2)c1S(=O)(=O)c1ccccc1,?,4.6µM*,1,-6%,-58*,?,?,5,?
COc1ccc([C@@H]2CC=C(C(=O)O)[C@H](c3ccc(Cl)cc3)N2S(=O)(=O)c2ccccc2C)cc1,6%,-5%,0,-3%,31,-14%,-12%,-14,-9%
COc1ccc(S(=O)(=O)Nc2ccccc2C)cc1,?,?,-14,17%,-7,13µM*,?,-2,?
Cc1cccc(NC(=O)COc2coc(CN3CCN(c4ccccc4)CC3)cc2=O)c1,-9%,-16%,16,4%,12,-3%,3%,2,-1%
C[C@@H]1CN(S(=O)C(C)(C)C)[C@@H](CCO)/C1=C\CCO (some centres undefined),0%,0%,-3,0%,17,-5%,9%,16,5%
N#CCC(=O)Nc1ncn(Cc2ccccc2Cl)n1,-1%,-2%,5,-1%,-10,-6%,13%,7,2%
CC(=O)C1C(c2cccc(Oc3ccccc3)c2)NC(=O)NC1(O)C(F)(F)F (centres undefined),-11%,?,-20,12%,-4,-4%,-2%,-6,-2%
C=C[C@@H]1c2cc(C)ccc2N(S(=O)(=O)c2ccc(C)cc2)[C@H](c2ccccc2)C1(C#N)C#N,-3%&13%,-3%&-11%,0,-7%,66,26%,-26%,-8,-18%
CN(C)C(=O)CNc1ccn2nc(-c3cccc(Cl)c3)cc2n1,0%,-1%,-12,16%,20,/,-19%,-6,-1%
O=C(N/N=C/c1ccccc1Cl)c1n[nH]c2c1CCCC2,?,-7%,-7,-8%,-12,-3%,2%,3,3%
CC(=O)OC1CCC2(C)C(CCC3C2CC(=NO)C2(C)C(C(C)OC(C)=O)CCC32)C1 (centres undefined),-4%,-1%,-2,-2%,-24,6%,6%,-12,-5%
Fc1ccc(NC(=S)Nc2ccc(Cl)cc2)cc1,-20%,-10%,-11,8%,-23,0%,-11%,-3,?
C[C@H](CO)N1C[C@H](C)[C@@H](CN(C)CC2CC2)Oc2c(NS(=O)(=O)c3ccccc3)cccc2C1=O,5%,0%,5,-3%,9,-8%,22%,6,13%
FC(F)(F)c1cnc2c(-c3ccc(Cl)cc3Cl)noc2c1,18%,?,-16,-3%,-11,1%,18%,5,23%
O=C(c1ccc([N+](=O)[O-])cc1)N1CCN(Cc2ccccc2)CC1,-2%,-17%,-9,1%,19,-2%,2%,-12,5%
COc1ccc(C(=O)N2CC(=O)Nc3ccccc32)cc1S(=O)(=O)N1CCCC1,-1%,-1%,11,2%,27,-1%,-26%,1,-25%
Cc1c(CC(Cl)(Cl)Cl)c2c(n1O)CC(C)(C)CC2=O,11%,23%,34,-6%,-1,-2%,3%,2,10%
O=C(O)c1ccccc1-c1ccccc1C(=O)NCc1cccc(C(F)(F)F)c1,29%,1%,-13,2%,13,-29%,11%,-14,11%
CN(C)c1ccc(C(=O)N=c2sccn2C)cc1[N+](=O)[O-],?,23%,-27,11%,?,-2%,26%,3,?
COC(=O)c1c(C)[nH]c(C(=O)COC(=O)CCNS(=O)(=O)c2cccc(C(F)(F)F)c2)c1C,0%,?,?,-4%,13,1%,11%,3,1%
Cc1ccc(C)c(S(=O)(=O)N2CCN(c3ncccn3)CC2)c1,?,?,-11,10%,-4,2%,?,8,18µM*
COc1ccccc1NC(=O)c1sc2nc3n(c(=O)c2c1C)CCC3,1%,-14%,9,-4%,13,0%,-2%,-2,8%

# The listing continues.
SMILES,KB-3-1 cytotox,KB-V1 MDR tox,D3 antag,GLP-1R agonist,IL1B secr inh,SW480 rerep,HT1080 IDH1KD tx,D3 ag,HT1080-NT tox
COc1cc(C(=O)NC2CC3CCCC(C2)N3CC(=O)Nc2ccccc2)cc(OC)c1OC (centres undefined),10%,4%,12,-1%,-6,1%,-10%,-3,1%
COc1ccc(CC(=O)Oc2ccc(C)cc2C)cc1,16%,?,-3,10%,-12,3%,1%,-3,1%
Cc1nc2ccc(NC(=O)CSc3nnc(C)s3)cc2[nH]1,16%,0%,1,-1%,6,-1%,?,8,24%
O=C1NCCN(Cc2ccc(Cl)c(F)c2)C1CC(=O)N1CCc2ccccc2C1 (centres undefined),?,-1%,9,13%,-6,-10%,5%,1,-3%
CN(C)CCOC(=O)c1sc2ccccc2c1Cl,13%,17%,-13,6%,31,-10%,2%,-27,6%
CC(C)CCNc1nc2ccccc2nc1NS(=O)(=O)c1cccs1,5%,10%,1,10%,43,-17%,1%,5,4%
CC[C@H](C)[C@@H](N)C(=O)NC[C@H]1O[C@@H](n2cnc3c(=O)[nH]c(N)nc32)[C@H](O)[C@@H]1O,0%,0%,29,-6%,25,/,23%,13,11%
COc1ccc(CCNc2oc(-c3ccc(C)cc3)nc2C#N)cc1OC,0%,-7%,-15,26%,70,1%,5%,4,11%
CCOC(=O)c1cc2c(=O)[nH]c(C(Cl)(Cl)Cl)nc2o1,5%,?,14,0%,6,-4%,10%,0,6%
O=C(CCN1CCCC1=O)NC1CCCc2c1cnn2-c1ccccc1F (centres undefined),-23%,4%,-14,-7%,33,1%,-9%,5,1%
CCCS(=O)(=O)c1ccc(COC(=O)c2cccc(NC(=O)C(C)C)c2)cc1,-1%,?,12,10%,0,-1%,-3%,2,-4%
